# APP 5'UTR act: activates APP 5'UTR luciferase reporter; SH-SY5Y APP 5'UTR luciferase reporter, luminescence; zero percent = DMSO vehicle wells; activation, % at 2 µM; hit rate 1% among 190,000; AID 1276;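 active = activation above a set limit, based on mean plus 3 SD of controls, cut at about 140% in these data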; also: values of inactives mirror those of a sister screen read the other way
# FLuc stim CS: affects firefly luciferase, flagging false hits in luciferase stimulation screens; ATPlite luciferase biochemical, luminescence, 10 min; 0 = ATP-free wells, 1 = DMSO control; 200,000 tested, under 10 active; P08659; activation factor at 10 µM;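 active = luciferase activation factor, scaled between plate controls, of at least 2 with compound at 10 µM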
# Target sequence (P08659 whole entry, looked up): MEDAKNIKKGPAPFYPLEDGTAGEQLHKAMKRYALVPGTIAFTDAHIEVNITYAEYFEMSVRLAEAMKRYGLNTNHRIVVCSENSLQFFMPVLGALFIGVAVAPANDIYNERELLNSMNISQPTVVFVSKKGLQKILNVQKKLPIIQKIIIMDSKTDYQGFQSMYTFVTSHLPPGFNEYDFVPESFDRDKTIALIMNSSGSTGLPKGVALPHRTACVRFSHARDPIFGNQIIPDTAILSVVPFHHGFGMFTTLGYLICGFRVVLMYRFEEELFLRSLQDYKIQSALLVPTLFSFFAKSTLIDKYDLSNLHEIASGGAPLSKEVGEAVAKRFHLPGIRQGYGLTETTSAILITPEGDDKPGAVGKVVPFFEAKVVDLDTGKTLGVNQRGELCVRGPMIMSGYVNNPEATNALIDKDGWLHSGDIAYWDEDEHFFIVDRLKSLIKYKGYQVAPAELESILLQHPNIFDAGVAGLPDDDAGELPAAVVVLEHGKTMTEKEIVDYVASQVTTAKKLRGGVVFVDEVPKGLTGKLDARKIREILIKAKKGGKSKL
#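 Assay system – cell-free luciferase reagent · Medium – PBS-based ATP solution · Dosing – test compounds dosed from 2 mM stocks in 100% DMSO · Timing – 10 min, room temperature · Technique – light output (luminescence) · Measure – luminescence gain marking luciferase activators · Controls – No-ATP low control, compound-free enzyme-plus-ATP high control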
# TNAP act hi DEA: activators of human TNAP at high phosphate acceptor concentration | 200,000 tested, under 10 active | AID 1136 | activation factor at 20 µM | purified TNAP, CDP-star luminescence, 1 M DEA, 30 min; active compounds read high; 0 = EDTA background, 1 = DMSO-only activity;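 active = activation factor at least 2 at 20 µM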
#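 system = human TNAP | amount = enzyme diluted 1/800 final | reagent = 100 µM CDP-star substrate | signal = luminescent substrate turnover signal | dosing = one dose, 20 µM | benchmarks = EDTA negative control, DMSO positive control | measure = activation factor | timing = 30 min reaction, room temperature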
# bIAP activator: intestinal alkaline phosphatase (bovine) activation. purified bovine IAP, CDP-star luminescence, 30 min; active compounds read high; fold of DMSO-control signal, blank-subtracted. hit rate 0.17% among 200,000. activation factor at 20 µM. AID 1016;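 active = activation factor of 2 or more at 20 µM, a signal rise over negative controls twice the positive control's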
# NF-kB neuron act: compounds increasing NF-kB expression in human neuronal cells | fold change at 12.5 µM | NF-kB reporter expression; active compounds read high | hit rate 1.6% among 190,000; in the data active = fold change above about 3.3
# PMI act: increases human mannose-6-phosphate isomerase activity; hit rate 0.005% among 190,000; activation factor at 20 µM; purified human PMI, coupled resazurin fluorescence, 20 min; active compounds read high; 1 = vehicle control, 0 substrate-free wells; P34949; AID 1214;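 active = activation factor of 2 or more at 20 µM, relative to plate controls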
# Target sequence (P34949 whole entry, looked up): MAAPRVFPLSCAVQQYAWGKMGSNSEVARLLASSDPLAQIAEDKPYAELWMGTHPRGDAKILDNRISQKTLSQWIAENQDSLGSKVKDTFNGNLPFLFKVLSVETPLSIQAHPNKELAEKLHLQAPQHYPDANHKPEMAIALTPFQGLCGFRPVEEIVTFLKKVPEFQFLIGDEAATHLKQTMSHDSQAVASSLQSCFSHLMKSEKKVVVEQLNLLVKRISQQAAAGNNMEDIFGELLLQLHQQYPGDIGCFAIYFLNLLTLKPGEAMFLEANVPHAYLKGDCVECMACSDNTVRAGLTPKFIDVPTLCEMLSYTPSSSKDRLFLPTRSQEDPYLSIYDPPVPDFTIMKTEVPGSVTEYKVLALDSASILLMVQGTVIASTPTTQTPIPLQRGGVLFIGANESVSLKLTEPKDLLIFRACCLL
# FLuc inh counter: inhibits firefly luciferase, flagging false hits in luciferase inhibition screens; ATPLite firefly luciferase biochemical luminescence, 10 min; inhibition, % at 10 µM; hit rate 1.5% among 200,000; AID 1006;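 active = inhibition above about 50% when tested at 10 µM, limit read from the data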
# PMI act hi M6P: increases human PMI activity with near-saturating mannose 6-phosphate | P34949 | coupled PMI enzyme assay, resazurin fluorescence, 20 min; active compounds read high; 1 = untreated enzyme, 0 = substrate-free blank | activation factor at 20 µM | hit rate 0.34% among 190,000 | AID 1216;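 active = activation factor of 2 or more at 20 µM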
#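 Test system: human PMI in coupled enzyme assay; Input: PMI at 15 ng/mL final; Medium: HEPES buffer, pH 7.4; Schedule: 20 min incubation at room temperature; Technique: resorufin fluorescence at Ex 544/Em 590 nm; Compound: 20 µM single dose; Probe or stimulus: Near-saturating mannose-6-phosphate, 1.0 mM.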
# TNAP inh noacc: TNAP (human) inhibition, acceptor-free conditions; P05186; purified TNAP, CDP-star luminescence, 30 min; inhibition, % at 20 µM; hit rate 0.26% among 200,000;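 active = tissue-nonspecific alkaline phosphatase inhibition above about 50% at 20 µM in the single-dose screen, limit read from the data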;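 also: 0% = DMSO negative control and 100% = EDTA positive control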
# TNAP inh hiacc: blocks human TNAP under high phosphate acceptor concentration; purified TNAP, CDP-star luminescence, 1 M DEA; inhibition, % at 20 µM; hit rate 0.03% among 200,000;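 active = over 50% inhibition of tissue-nonspecific alkaline phosphatase at 20 µM in the single-dose screen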;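 also: plate controls were DMSO wells for no effect and EDTA-quenched wells as full inhibition for full effect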
# * marks the source's active call; other numbers are inactive results; / = no result given.
SMILES,APP 5'UTR act,FLuc stim CS,TNAP act hi DEA,bIAP activator,NF-kB neuron act,PMI act,FLuc inh counter,PMI act hi M6P,TNAP inh noacc,TNAP inh hiacc
O=C1NC(Cc2c[nH]c3ccccc23)C(=O)N1Cc1ccc(CN2C(=O)NC(Cc3c[nH]c4ccccc34)C2=O)cc1 (configuration not stated),14,1,1,1.1,0.54,0.9,0,0.9,-7,-2
O=[N+]([O-])c1cccnc1N1CCOCC1,/,1.1,1,0.9,1.1,1,-9,0.9,-3,0
COc1cc2c(=O)n(Cc3ccccc3)c(=O)n(CC(=O)NCc3ccco3)c2cc1OC,-18,1,1.1,0.9,1,0.8,-5,0.8,-14,-6
Cc1ccccc1NS(=O)(=O)c1cc(OCC(N)=O)c(C)cc1Cl,17,1.1,1,0.9,0.92,0.9,-6,1,-5,-5
CCOC(=O)C1(CC2CCCCO2)CCN(Cc2nc(C(C)C)cs2)CC1 (configuration not stated),9,1.1,1,1.1,0.91,1,-5,1,-9,-5
CC(C)CCNC(=O)c1csc2c1CCCCC2,9,1,1,0.9,1.1,1,0,1,-12,-1
CCN(CC)S(=O)(=O)c1cccc(C(=O)NC(C(=O)NC2=NCCS2)C(C)C)c1 (configuration not stated),-7,1,1.1,0.9,0.8,1,-4,0.9,2,-9
CC(=O)Nc1ccc(N(C(=O)c2ccco2)C(C(=O)NC2CCCC2)c2cccs2)cc1 (configuration not stated),0,1,1,1.1,1.1,1,-2,1,0,1
O=C(Cn1cnc2ccccc2c1=O)N1CCN(Cc2ccccc2)CC1,12,1.1,1,0.9,1.1,1,-10,1,-12,-4
CCOc1ccc(-n2c(=S)sc3c(=O)[nH]c(SCC(=O)NCC4CCCO4)nc32)cc1 (configuration not stated),-11,1.1,1.1,1,1.4,1.2,-9,1.2,0,-5
COc1ccc(/C=C/C(=O)c2c(O)cc(C)oc2=O)c(OC)c1,53,0,1,0.9,4.1*,1,95*,1,-7,0
Cc1nn(CCC(=O)NNC(=S)Nc2ccc(Cl)cc2)c(C)c1[N+](=O)[O-],25,1.1,1,1,0.97,0.9,-6,0.9,-145,0
CC(C)(C)NC(=O)Nc1cccc(Cl)c1Cl,12,1,1.1,0.9,1.3,1,-4,1,-5,-5
CCn1cc(CNc2nc3nonc3nc2N2CCCCC2)cn1,10,1.1,1,1,1.1,1,-9,1,4,-4
O=C(NCCN1C(=O)S/C(=C\c2ccc(Cl)c(Cl)c2)C1=O)c1cnccn1,9,1.1,1,0.8,1.1,0.9,-8,1,-22,-1
Cc1cccc(N2C(=O)CC(c3ccc(F)cc3)C3=C2COC3=O)c1 (configuration not stated),7,1,1,1.1,1.1,1.1,-2,1.1,-8,-2
CCOC(=O)N1CCN(C(=O)N2CCOCC2)CC1,-9,1.1,1,0.9,1.1,1,-8,1,-10,-3
CC(=O)Nc1sc2c(c1C#N)CCC2,7,1,1,1,0.95,0.9,-1,1,-10,0
COc1ccc(C)cc1NC(=S)NNC(=O)c1c(Br)cnn1C,11,1.1,1.1,1.5,1.1,1,-6,1.1,-140,-6
CC1=CC(C)C2(CO)COC(c3ccccc3O)C1C2C (configuration not stated),-3,1.1,1.1,0.9,0.99,0.9,-5,1,-9,-7
O=C(CC1CS(=O)(=O)CC1CC(=O)Oc1ccccc1F)Oc1ccccc1F (configuration not stated),11,1,1,0.9,1.2,1,-4,1,0,0
COc1ccc(CN2CCN(Cc3csc(C(C)=O)c3)CC2CCO)c(C)c1C (configuration not stated),11,1,1,1.1,1,1,-3,1,1,3
COc1ccc(/C=C/C(=O)N2CCCc3ccccc32)cc1,-3,0.9,1.1,1,1.2,1,6,1,-9,-9
Clc1cccc(N2CCN(CCNc3nc4ccccc4n4cnnc34)CC2)c1,-11,1,1,1,1.5,0.9,-4,0.9,2,-3
COc1ccc(O)c(/C=N/NC(=O)CSc2nnc(C)n2-c2ccccc2)c1,-21,1,1.1,1.3,1.2,1,-3,1.1,-12,-6
O=C(Nc1ccc(F)cc1F)N1CCN(C/C=C/c2ccccc2)CC1,16,1,1,1.1,0.92,1,-2,0.9,-11,0
COC(=O)CSc1nc2c(c(=O)[nH]c(=O)n2C)n1CCC(C)C,0,1.1,1,0.8,1.3,1,-5,1,-9,0
CC(=O)CC(=O)Nc1cccc2c1CCCC2,-4,1,1,1.3,0.95,1.1,-5,1.1,-10,0
CS(=O)(=O)c1sc2nc(-c3ccccc3)cc(-c3ccccc3)c2c1N,2,1.1,1,1.1,1.2,1.3,-6,1.6,-10,-2
Cc1cc(C)c2c(=O)n(-c3ccccc3)[nH]c2n1,90,0.9,1,1,2.1,1.1,12,1.1,-8,-1

# Complete entries from above:
# Record of O=C1NC(Cc2c[nH]c3ccccc23)C(=O)N1Cc1ccc(CN2C(=O)NC(Cc3c[nH]c4ccccc34)C2=O)cc1 (configuration not stated) → APP 5'UTR act: 14; FLuc stim CS: 1; TNAP act hi DEA: 1; bIAP activator: 1.1; NF-kB neuron act: 0.54; PMI act: 0.9; FLuc inh counter: 0; PMI act hi M6P: 0.9; TNAP inh noacc: -7; TNAP inh hiacc: -2
# Record of O=C(Nc1ccc(F)cc1F)N1CCN(C/C=C/c2ccccc2)CC1 → APP 5'UTR act: 16; FLuc stim CS: 1; TNAP act hi DEA: 1; bIAP activator: 1.1; NF-kB neuron act: 0.92; PMI act: 1; FLuc inh counter: -2; PMI act hi M6P: 0.9; TNAP inh noacc: -11; TNAP inh hiacc: 0

# The list goes on.
SMILES,APP 5'UTR act,FLuc stim CS,TNAP act hi DEA,bIAP activator,NF-kB neuron act,PMI act,FLuc inh counter,PMI act hi M6P,TNAP inh noacc,TNAP inh hiacc
O=C(O)CSCc1nc2ccccc2s1,-3,1,1,1,0.98,1.1,-2,1.1,-10,-3
Cc1nc(CS(=O)(=O)c2ccccc2)cc(Sc2ccccc2Cl)n1,5,1,1,1,1.7,0.8,-2,0.8,-3,1
CCN(CC)C(=O)Cn1cc(C(=O)C(=O)N2CC=C(c3ccccc3)CC2)c2ccccc21,2,1,1,1.1,0.81,0.9,-2,0.8,-5,1
Cc1ccccc1NC(=S)NC(NC(=O)C(C)(C)C)C(Cl)(Cl)Cl (configuration not stated),7,1.1,1.1,1,1,0.9,-8,0.9,-10,-7
Cc1cc(=O)oc2c(C)c(OCC(=O)N(C)C)ccc12,14,1,1,0.9,0.99,1,-4,1,-9,-4
COC(=O)Cc1cc(=O)n2[nH]cnc2n1,-6,1,1,1,1,1,0,1,-5,1
CCCCSc1nc2c(cnn2-c2ccc(F)cc2)c(=O)[nH]1,5,1.1,1,0.9,1.1,1,-6,1,1,-1
CCOC(=O)c1nnn(-c2nonc2N)c1-c1ccc(Cl)cc1,4,1,1,1,1.3,0.9,-2,0.9,-16,-3
CC(C)(C)C(O)CN1CCCC1 (configuration not stated),1,1.1,1.1,0.9,1.2,1.2,-7,1.1,-9,-5
COc1ccc(OC)c(-n2nnnc2SCC(=O)N2CCN(C(=O)c3ccco3)CC2)c1,-3,1.1,1.1,1.1,1.2,1,-6,0.9,-9,-7
O=C(NCCc1c[nH]c2ccccc12)C(=O)NCC1OCCCN1S(=O)(=O)c1ccccc1 (configuration not stated),-9,1,1,0.9,0.8,1,0,0.9,-5,-3
CCOC(=O)c1sc(N/N=C/c2cccc(C)c2)nc1C,15,1,1,0.9,1.6,0.9,3,1,-10,-2
COc1ccc2[nH]c(CN3CCC(CO)(CCOc4ccccc4)CC3)c(C)c2c1,14,1.1,1,1,0.94,1,-6,1,-4,-5
COC(=O)C(NC(=O)c1ccco1)(Nc1cc(C)ccn1)C(F)(F)F (configuration not stated),2,1.1,1,1,1,1.1,-6,1,-11,-3
COC(=O)Nc1ccc(S(=O)(=O)Nc2ccc(O)cc2)cc1,6,1,1,2.4*,1.1,0.9,-2,0.9,0,1
O=C(N/N=C/c1cccs1)c1cncc(Br)c1,6,1,0.8,1,1.4,1,-4,1,23,15
O=[N+]([O-])c1cccc(-c2nnc(-c3ccccc3)o2)c1,115,0.9,1,1.1,3,0.9,9,0.9,-1,-1
O=C(/C=C/c1ccccc1Cl)c1cccnc1,12,0.9,1,0.9,1.3,0.9,9,0.9,-13,-3
Cc1noc(C)c1S(=O)(=O)N(CC(=O)O)c1ccc2c(c1)OCO2,8,1.1,1,1,1.2,0.9,-8,0.9,-14,-5
Cc1ccc(S(=O)(=O)NCC(=O)N/N=C/c2ccc(Cl)cc2Cl)cc1,-9,1,1,1,0.95,0.8,-5,0.9,-23,-4
CC(C)(C)NC(=O)c1ccccc1-c1nc(-c2ccccc2Cl)no1,4,0.9,1.1,1.1,1.2,0.9,10,0.8,-9,-7
COCCNC(=O)c1ccccc1N(Cc1ccccc1)S(=O)(=O)c1ccc(C)cc1,5,1.1,1,0.9,0.98,/,-5,/,-4,1
O=C(CSc1nnc(C2COc3ccccc3O2)o1)N1CCCCC1 (configuration not stated),20,1.1,1.1,1,1.7,1,-6,1,-22,-9
CCC(=O)Nc1cc(-c2nn(CC(=O)N3CCCCC3)c(=O)c3ccccc23)ccc1N1CCOCC1,-4,0.9,1,1.1,1,0.9,14,0.9,-12,-2
Cc1noc(C)c1S(=O)(=O)N1CCC(Cc2ccccc2)CC1,7,1.1,1.1,1,1,0.9,-7,0.9,-7,-6
Cc1ccc(N=Cc2nc(-c3ccc(C)cc3)oc2O)cc1,-6,0.9,1,0.9,1.4,1,7,0.9,-12,-2
O=C(Cc1cccs1)NNC(=S)NCc1ccco1,5,1,1.1,1.1,1.2,0.9,-5,1,-108,-6
CN(CCOCCOc1ccc2ccccc2c1)Cc1ccccc1,7,1,1,1,1.1,1,-5,1,-5,-1
Cc1ccc(S(=O)(=O)NCc2ccco2)cc1C,9,1,1.1,0.8,0.99,1.1,-3,1.1,-9,-5
Cc1ccsc1/C=C/c1ccc2cccc(O)c2n1,148*,0.8,1,0.9,5*,1.1,23,1.1,-2,0
Cn1c(=O)c2cn3ncccc3c2n(C)c1=O,5,1,1,0.8,1.1,1,-4,1,-12,-4
Cc1nc2ccccn2c1C(=O)N/N=C/c1ccc2c(c1)OCO2,-12,0.8,1,1.4,1.6,1.1,20,0.9,-14,-1
NC(=O)c1ccc(NC(=O)Cc2csc(-c3ccccc3)n2)cc1,-16,1.1,1.1,1,1,1,-7,1,-12,-8

# Grouped by structure, the entries above with a furan ring, fused or not.
SMILES,APP 5'UTR act,FLuc stim CS,TNAP act hi DEA,bIAP activator,NF-kB neuron act,PMI act,FLuc inh counter,PMI act hi M6P,TNAP inh noacc,TNAP inh hiacc
COc1cc2c(=O)n(Cc3ccccc3)c(=O)n(CC(=O)NCc3ccco3)c2cc1OC,-18,1,1.1,0.9,1,0.8,-5,0.8,-14,-6
CC(=O)Nc1ccc(N(C(=O)c2ccco2)C(C(=O)NC2CCCC2)c2cccs2)cc1 (configuration not stated),0,1,1,1.1,1.1,1,-2,1,0,1
COc1ccc(OC)c(-n2nnnc2SCC(=O)N2CCN(C(=O)c3ccco3)CC2)c1,-3,1.1,1.1,1.1,1.2,1,-6,0.9,-9,-7
COC(=O)C(NC(=O)c1ccco1)(Nc1cc(C)ccn1)C(F)(F)F (configuration not stated),2,1.1,1,1,1,1.1,-6,1,-11,-3
O=C(Cc1cccs1)NNC(=S)NCc1ccco1,5,1,1.1,1.1,1.2,0.9,-5,1,-108,-6
Cc1ccc(S(=O)(=O)NCc2ccco2)cc1C,9,1,1.1,0.8,0.99,1.1,-3,1.1,-9,-5

# Screening results: PubChem BioAssay, several laboratories
